Screening results (PubChem BioAssay)
FBPA coupling cs – counter-screen for Giardia aldolase inhibitors: coupling enzyme system. activity change, negative = inhibition, % at 58.2 µM, hits read low. coupling enzyme system counterscreen, AmpLite Red fluorescence. 290,000 tested, 0.67% active; in the data active = activity change below about -30%; note: % is set by controls: 0 for no effect and ±100 for the full control effect
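Activity here indicates interference with the coupling reaction, not aldolase inhibition. Compounds at 57.5 uM final met coupling enzymes for 10 min at RT; substrate and AmpLite Red detection followed, with a 525/598 nm fluorescence read after 20 min.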
Tb PFK block – blocks T. brucei phosphofructokinase; O15648; T. brucei PFK, ADP-Glo luminescence; AID 485367; 330,000 tested, 0.17% active; Potency, µM (doses to about 57.5 µM), for inactives: top-dose activity, negative = inhibition, actives largely listed as inhibitors;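 note: potency is the fitted concentration of half-maximal effect; 0% = uninhibited 1x PFK enzyme wells and -100% = no-enzyme wells; nearly all actives have a fitted effect of over 60% in size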
Target sequence (O15648 whole entry, looked up): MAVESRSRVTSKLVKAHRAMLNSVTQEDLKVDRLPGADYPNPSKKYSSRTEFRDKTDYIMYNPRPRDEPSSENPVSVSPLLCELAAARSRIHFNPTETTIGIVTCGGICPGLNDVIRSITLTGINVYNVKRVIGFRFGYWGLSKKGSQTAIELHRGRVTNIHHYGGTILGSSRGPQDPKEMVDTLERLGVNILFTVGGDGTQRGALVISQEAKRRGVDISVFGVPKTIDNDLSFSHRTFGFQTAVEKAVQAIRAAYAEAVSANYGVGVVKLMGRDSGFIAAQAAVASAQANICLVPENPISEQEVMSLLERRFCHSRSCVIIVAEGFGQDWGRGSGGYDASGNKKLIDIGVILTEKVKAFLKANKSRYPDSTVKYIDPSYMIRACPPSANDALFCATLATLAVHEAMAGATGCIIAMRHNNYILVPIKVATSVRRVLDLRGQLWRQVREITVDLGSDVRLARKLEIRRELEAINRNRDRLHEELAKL
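ADP-Glo luminescence quantified ADP after 45 min at room temperature, with 1.25 nM T. brucei PFK, 0.1 mM ATP and 0.5 mM fructose-6-phosphate in pH 8.0 TEA buffer. qHTS titrations up to 57 µM; curves classified by quality.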
KCNH2 3.1 block – blocks the human KCNH2 3.1 channel isoform; U2OS KCNH2 3.1, thallium flux FluxOr; stronger effect = lower value; activity change, % (tested at about 1.8 µM); 340,000 tested, 0.95% active;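 active = maximum activity change below -70%; inconclusive = maximum activity change from -70% to -50%; inactive = maximum activity change above -50%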;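 note: thallium influx rate constant from kinetic fluorescence after stimulation buffer; % is set by controls: 0 for no effect and ±100 for the full control effect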
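FluxOr-based Tl+ influx in U2OS cells transduced with KCNH2 3.1 virus; rate constants normalized to DMSO controls.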
uPA generation – blocks generation of uPA at the cell surface; cell surface uPA generation assay, qHTS; 330,000 tested, 0.31% active; AID 540303; Potency, µM (top dose mostly 38.3 µM), without a hit: top-dose activity change, negative = inhibition, usual class: inhibitors; active = well fitted inhibition curve with a large enough effect; inconclusive = small, poorly fitted or top-dose-only effect; inactive = no such curve, though single readings can be large or run the other way; tested in mouse RAW 264.7 cells; note: potency is the fitted concentration of half-maximal effect; % is set by controls: 0 for no effect and ±100 for the full control effect; nearly all actives have a fitted effect of over 55% in size
NPC1 promoter act – activators of NPC1 promoter. Huh7 NPC1 promoter luciferase reporter, 24 h. Potency, µM (top dose mostly 9.22 µM), without a hit: at the top dose activation, hits mostly activators. 320,000 tested, 2.4% active. AID 485313;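 note: potency is the fitted concentration of half-maximal effect; % of control where 0% means no effect; nearly all actives have a fitted effect of over 60% in size; reporter is driven by a mutant NPC1 promoter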
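Quantitative HTS used a cell-based reporter: Huh7 cells stably bearing the NPC1 promoter upstream of luciferase were treated with compounds for 24 h, and promoter activation was read as luminescence.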
RORg inh – ROR gamma (mouse) transcription inhibition; Drosophila S2 Gal4-RORgamma UAS-luciferase reporter, 20 h; Potency, µM (titrated, usually from 53.6 µM), without a hit: at the top dose activity change, negative = inhibition, hits mostly inhibitors; 310,000 tested, 5.4% active; note: potency is the fitted concentration of half-maximal effect; % is set by controls: 0 for no effect and ±100 for the full control effect; nearly all actives have a fitted effect of over 60% in size
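ROR gamma transcriptional activity was tracked as Gal4-UAS luciferase output in stably transfected Drosophila Schneider cells, with compound added 1 hr before 700 uM copper sulfate induction and a 20 hr ambient-temperature incubation.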
Giardia killer – Giardia lamblia killing; Giardia lamblia trophozoite viability; activity change, % at 7.66 µM, hits read low; 340,000 tested, 0.15% active; AID 540267; in the data active = activity change below about -80%; inconclusive = between about -30% and that limit;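 note: parasites exposed to compound for two days anaerobically before the ATP read; % is set by controls: 0 for no effect and ±100 for the full control effect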
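Luminescence from cellular ATP indicates surviving trophozoites (100 cells/well) following 48 hrs anaerobic compound treatment at 37 deg C; signal develops 15-30 min at room temperature.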
Rab9 promoter act – Rab9 promoter activation; Huh7 Rab9 promoter-luciferase reporter, luminescence, 24 h; Potency, µM (series often up to 9.22 µM), for inactives: top-dose activation, negative = inhibition, hits mostly activators; 320,000 tested, 2.8% active; AID 485297; note: potency is the fitted concentration of half-maximal effect; % of control where 0% means no effect; nearly all actives have a fitted effect of over 60% in size
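Huh7 cells stably carrying a Rab9 promoter-luciferase reporter, 1500 cells per well in OP-MEM I with 10% FBS, treated with compound 24 hours at 37C. Luciferase activity read by luminescence after 10 minutes with Amplite reagent.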
FLuc modulator – counter-screen for miR-21 project: firefly luciferase inhibitors or activators | purified FLuc, Km substrates, luminescence inhibition | 360,000 tested, 6.9% active | AID 588342 | Potency, µM (top dose mostly 57.5 µM), without a hit: at the top dose activity change, negative = inhibition, most hits filed as inhibitors | P08659;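 note: potency is the fitted concentration of half-maximal effect; plate controls were vehicle for no effect and reference inhibitor for full effect; nearly all actives have a fitted effect of over 55% in size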
Target sequence (P08659 whole entry, looked up): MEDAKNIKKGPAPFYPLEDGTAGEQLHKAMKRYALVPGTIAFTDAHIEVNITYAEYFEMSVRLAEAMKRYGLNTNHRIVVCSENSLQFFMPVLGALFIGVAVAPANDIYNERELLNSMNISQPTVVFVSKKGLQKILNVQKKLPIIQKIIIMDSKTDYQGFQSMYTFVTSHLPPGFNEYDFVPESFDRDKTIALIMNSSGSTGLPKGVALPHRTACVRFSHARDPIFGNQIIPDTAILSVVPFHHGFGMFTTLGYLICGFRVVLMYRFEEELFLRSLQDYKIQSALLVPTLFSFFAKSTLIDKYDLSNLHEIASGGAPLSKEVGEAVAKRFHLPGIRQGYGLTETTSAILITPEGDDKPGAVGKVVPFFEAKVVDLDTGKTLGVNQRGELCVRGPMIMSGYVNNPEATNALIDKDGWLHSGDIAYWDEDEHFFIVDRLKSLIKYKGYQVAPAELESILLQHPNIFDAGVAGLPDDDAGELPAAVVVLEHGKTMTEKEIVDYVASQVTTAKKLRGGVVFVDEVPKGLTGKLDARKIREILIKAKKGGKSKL
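Purified P. pyralis luciferase (10nM final) with 10uM D-luciferin and 10uM ATP (Km levels) in 50mM Tris acetate pH 7.5, 10mM Mg acetate, 0.01% Tween-20, 0.05% BSA; qHTS 6-point titration, ~60 µM downward; luminescence read.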
Gal4-VP16 FLuc – inhibits Gal4-VP16 luciferase reporter, ROR gamma counter-screen; Drosophila S2 Gal4-VP16 UAS-luciferase, luminescence, 20 h; Potency, µM (titrated, usually from 53.6 µM), without a hit: at the highest dose activity, negative = inhibition, actives largely listed as inhibitors; 310,000 tested, 3.5% active; AID 2546;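 note: Gal4-VP16 expression switched on by copper sulfate through the metallothionein promoter; potency is the fitted concentration of half-maximal effect; % is set by controls: 0 for no effect and ±100 for the full control effect; nearly all actives have a fitted effect of over 50% in size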
ELG1 genotox – inducers of genotoxicity in HEK293T ELG1-luciferase cells; Potency, µM (top dose mostly 46 µM), for the others: at the top dose activity change, positive = activation, most hits filed as activators; HEK293T ELG1-luciferase reporter, luminescence, 16 h; AID 504466; 330,000 tested, 1.3% active; note: potency is the fitted concentration of half-maximal effect; % of control where 0% means no effect; nearly all actives have a fitted effect of over 60% in size
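Genotoxicity was scored as increased ELG1-luciferase reporter signal, measured by ONE-Glo luminescence (30 min, room temperature). Compound or vehicle exposure of the HEK293T reporter cells lasted 16 hr at 37°C.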
An asterisk follows results filed as active; ? = inconclusive; / = no result given; & = joins results of further samples; [ ] = dose if it differs, or a comment. Unless noted, calls come from the whole dose curve; as a rule, active = well fitted curve in the direction sought with a large enough effect; inconclusive = small, poorly fitted or top-dose-only effect, or another doubt; inactive = no such curve, though single readings can be large; an effect the other way counts as inactive or inconclusive.

SMILES	FBPA coupling cs	Tb PFK block	KCNH2 3.1 block	uPA generation	NPC1 promoter act	RORg inh	Giardia killer	Rab9 promoter act	FLuc modulator	Gal4-VP16 FLuc	ELG1 genotox
CC(C)(C)n1nnnc1C(c1cccnc1)N1CCOCC1 (stereo not given)	2	-3%	-8	1%	-5%	8%	12	-3%	0%	8%	0%
O=C(NCC1CCCO1)C1CCC(=O)N1Cc1ccccc1Cl (stereo not given)	2	-7%	-4	7%	-5%	-7%	-2	3%	0%	-9%	0%
O=S(=O)(NCC1CCC(NS(=O)(=O)c2c(F)cccc2F)CC1)c1ccc2c(c1)OCCO2 (stereo not given)	/	6%&4%	/	2%	-3%	/	-24	-5%	0%	/	1%
COc1ccc(C(=O)COC(=O)c2ccc(-n3cnnn3)cc2)c(OC)c1	/	-1%	-41	2%	-8%	/	3	-6%	1%	/	4%
c1ccc(CN2CCOCC2)cc1	1	0%	11	8%	0%	-22%	8	2%	0%	-4%	3%
CN(C)C(=O)CCc1ccc2c3c([nH]c2c1)[C@]1(C)[C@@H](C(=O)N2CCOCC2)C[C@H](CC(=O)NCC24CC5CC(CC(C5)C2)C4)C(=O)N1CC3	/	16%	51	-9%	/	/	11	/	/	/	7%
CCOC(=O)CSC(CC)C(=O)Nc1nnc(C(C)C)s1 (stereo not given)	0	2%	2	6%	-2%	6%	20	-1%	7%	2%	0%
CNC(=O)c1nc(C)n(-c2cc(Cl)ccc2Cl)n1	1	0%	1	-2%	7%	0%	-14	11%	0%	-14%	-2%
O=C(CSc1nnc(SCc2ccccc2Cl)s1)N/N=C/c1ccc(C(=O)O)cc1	15	-1%	23	-29%	1%	3%	-3	3%	3.4µM*	-12%	0%
COc1ccc(-c2noc(-c3cccnc3)n2)cc1OC	-2	-3%	-36	-6%	?	8%	-18	3.5µM*	15µM*	-11%	?
COC(=O)C1C(=O)CC(C)(O)C(C(=O)OC)C1c1ccc2c(c1)OCO2 (stereo not given)	2	-8%	-9	-2%	2%	-1%	-2	3%	1%	-12%	-1%
Cc1ccc(S(=O)(=O)N2CCC(=O)N(CCOC(=O)Nc3cc(C)cc(C)c3)CC2)cc1	0&0	-1%	6	1%	2%	37%&22%	3	-1%	-1%	-13%&3%	2%
CC1(C)Cc2c(sc(NC(=O)C(=O)N3CCCC3)c2C(N)=O)CO1	0	-11%	-11	3%	-1%	3%	-6	5%	0%	-5%	10%
COC(=O)C1=C(C)N(Cc2ccccc2)C(=NCC(C)C)N[C@H]1c1cccc(C(F)(F)F)c1	/	3%	-8	?	/	/	11	/	/	/	-4%
COc1ccc(S(=O)(=O)N2CCCN(S(=O)(=O)c3ccc(OC)c(C)c3)CC2)cc1C	8	2%	-14	-3%	-3%	27%	-20	-2%	2%	-4%	7%
Cc1cc(N2CCOCC2)ccc1/C=C1\SC(=O)N(C(C)C)C1=O	0	2%	-6	2%	1.4µM*	?	-17	1.4µM*	3.8µM*	3%	?
O=C(COC(=O)Cn1cnc2ccccc21)Nc1ccc2c(c1)C(=O)c1ccccc1C2=O	-1	2%	20	11µM*	?	0%[10 µM]	-6	?	?	-5%	12µM*
FC(F)(F)c1cccc(N2CCN(C(=S)NC3CCCC3)CC2)c1	-1	-8%	-25	-5%	-6%	?	14	0%	-1%	?	-7%
CCOc1ncccc1C(=O)OCc1c(Cl)cccc1Cl	2	0%	0	0%	0%	-19%	-17	2%	-1%	-2%	4%
N#CC(C#N)=C(N)Nc1cccc(Cl)c1	2	1%	20	-6%	0%	25%	2	-2%	6%	-4%	1%
O=C(OCC(=O)N1CCN(c2ccccc2)CC1)c1cc(Cl)ccc1[N+](=O)[O-]	/	-4%	1	-9%	-3%	31%	16	3%	-1%	-10%	-4%
CC(C)NC(=O)CN(c1cccc(Br)c1)S(C)(=O)=O	0	2%	?	1%	1%	-9%	-7	2%	-1%	-2%	0%
Cc1cccc(CSc2nc3c(cc2C#N)CCC3)c1	0	4%	12	3%	0%	?	-17	2%	-2%	3%	13%
Cc1ccc(NCc2cccnc2)cc1	-7	2%	15	-3%	2%	-7%	-14	-6%	-3%	-10%	1%
CCSc1nc(-c2ccc(OC)cc2)cc(-c2ccc(OC)cc2)c1C#N	1	8%	1	-2%	0%	-6%	-4	0%	2%	3%	-5%
Fc1ccccc1Nc1nc2ccccc2n2nnnc12	-1	-5%	6	-4%	3%	11%	-5	?	?	29%	13µM*
CCOC(=O)c1c(C)nc2c(c1C)/C(=N/O)CC(C)(C)C2	0	2%	5	2%	1%	15%	21	-4%	-3%	-8%	-7%
COc1ccc(-c2cc(C(=O)OCC(=O)Nc3ccc4c(c3)OCO4)c3ccccc3n2)cc1	-4	2%	0	-4%	22%	-1%	-8	21%	?	-6%	0%
c1ccc(OCc2nn3c(C4CCCCC4)nnc3s2)cc1	4	-3%	11	/	-1%	-11%	-2	-1%	-12%	2%	-8%
NC(N)=Nc1nc2ccccc2o1	-4	1%	-7	-1%	-4%	17%	-7	-1%	-14%	-11%	5%
COc1ccc(N(Cc2cc3ccccc3[nH]c2=O)S(=O)(=O)c2ccccc2)cc1	-2	1%	-32	-6%	4%	28%	-9	-2%	1%	1%	-9%
Cc1ccc(-n2nc(C)c3c(C)c(CCC(=O)O)c(C)nc32)cc1	4	1%	-7	6%	4%	-5%	18	-2%	-4%	-15%	0%
O=C(Oc1ccc(Cl)cc1)c1ccc(COC(=O)c2cnccn2)cc1	0	2%	-3	1%	-5%	16%	-18	-3%	12µM*	4%	9%
CCCCc1ccc(NC(=S)N2CCN(c3ccccn3)CC2)cc1	0	-2%	6	-3%	1%	16µM*	-11	3%	2%	?	3%
O=C(c1ccccc1)N1CCN(S(=O)(=O)N2CCCCCC2)CC1	-2	-17%	-4	-9%	-2%	15%	1	5%	-2%	4%	-3%
CCOC(=O)C1(CCCc2ccccc2)CCN(C(=O)C2CCCN(C(N)=O)C2)CC1 (stereo not given)	3	-1%	/	-2%	-8%	-3%	?	2%	-1%	13%	-3%
O=C(CC1C(=O)NCCN1Cc1ccc(F)cc1)NCCN1CCCc2ccccc21 (stereo not given)	-26	-3%	1	14%	0%	3%	?	-2%	1%	-13%	1%
O=c1[nH]c(C2CCN(S(=O)(=O)c3ccc4c(c3)OCCO4)CC2)nc2c1nnn2Cc1ccccc1F	/	-12%	16	6%	-4%	-1%	-12	0%	0%	-7%	12%
CCc1noc(C)c1C(=O)NCCc1c[nH]c2ccccc12	/	-1%	12	-5%	0%	/	12	-8%	-4%	/	-2%
CCOC(=O)/C=C/COc1ccccc1[N+](=O)[O-]	1	-3%	9	-28%	15%	40%	7	?	15µM*	1%	22%
N#CC1=C(N)OC2=C(C(=O)CCC2)C12CCC1(CC2)OCCO1	/	0%	-6	0%	-7%	-15%	-6	-2%	4%	-1%	4%
CCCC(=O)Nc1c(-c2cccc(C)c2)c(=O)c2ccccc2n1C	2	-2%	-6	-5%	2%	-34%	7	0%	1%	-10%	0%
O=C(N/N=C\c1ccncc1)c1ccccc1O	3	-2%	0	-1%	13%	11µM*	1	-1%	9.5µM*	?	-5%
O=C(CNC(=O)OCc1ccccc1)Oc1ccc2ccc(=O)oc2c1	2	-2%	-16	-1%	-3%	16%	0	-2%	-12%	-6%	6%
O=C(O)c1ccn(CSc2cc(Cl)ccc2Cl)n1	/	19%	9	7%	-1%	/	20	-3%	-7%	/	0%
COc1ccc2c(c1)CCN1C2CCN2C(=O)CCC21 (stereo not given)	1	-12%	13	3%	-1%	-2%	-15	-5%[1.84 µM]	3%	4%	0%
COc1ccc(/C=N/NC(=O)Cn2cnc3ccccc3c2=O)cc1	5	11%	-9	-1%	0%	9%	8	-1%	-11%	-4%	3%
COCCNc1ncnc2c1cnn2Cc1ccc(Cl)cc1	0	-17%	-10	-7%	1%	24%	5	-3%	5%	5%	-3%
Cc1nc(NC(=O)c2ccc(Cl)cc2)nc2cc3c(cc12)OCO3	1	-7%	-2	3%	0%	6%	-3	1%	-18%	-12%	2%
CCc1nnc(NS(=O)(=O)c2ccc(N3C(=O)c4ccccc4C3=O)cc2)s1	-1	16%	4	4%	-8%	2%	4	-4%	?	3%	3%
COc1ccc2cc(C(c3nnnn3CCc3ccccc3)N3CCC(O)CC3)c(=O)[nH]c2c1 (stereo not given)	0	-2%	-6	0%	-4%	1%	-9	-6%	2%	-3%	2%
CCCn1nc(C(=O)NCc2ccccn2)c2ccccc2c1=O	6	-4%	7	-7%	0%	2%	-2	8%	1%	9%	1%
